TRPV1 agonist: HTS Assay for Compounds that Act as Agonists of the Vanilloid Receptor 1; Transient receptor potential cation channel subfamily V member 1 (Homo sapiens), Q8NER1; TRPV1-expressing cells, Fluo-8 calcium influx, agonist mode; activation, % at 8.33 µM; 320,000 compounds, 0.19% hits; AID 540275, 2011; in the data active = activation above about 80%; inconclusive = between about 30% and that limit; note: 0% is about no effect
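Cells expressing TRPV1 were dye-loaded with Fluo-8 and read kinetically: 10 s baseline, 3 min after compound (agonist portion), then 2 min after EC20 capsaicin (allosteric enhancer portion). Calcium-bound dye fluorescence at 480/520 nm.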
Coupling enz: qHTS Assay for Inhibitors of Fructose-1,6-bisphosphate Aldolase from Giardia Lamblia: Coupling assay counterscreen. 290,000 compounds, 0.67% hits. activity change, negative = inhibition, % at 58.2 µM, hits read low. coupling enzyme system counterscreen, AmpLite Red fluorescence. AID 2472, 2010; in the data active = activity change below about -30%; note: % is set by controls: 0 for no effect and ±100 for the full control effect
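Counterscreen lacking aldolase: glyceraldehyde-3-phosphate coupling-enzyme reagent preincubated 10 min at RT with compound (at 57.5 uM final), then substrate/coupling system with AmpLite Red added; fluorescence read at 525/598 nm after 20 min RT.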
GALK inhibitor: qHTS Assay for Inhibitors of Human Galactokinase (GALK); 270,000 compounds, 0.007% hits; Purified GALK, Kinase-Glo residual ATP luminescence; AID 1868, 2009; Potency, µM (top dose mostly 57.5 µM), inactives show at the top dose activity change, negative = inhibition, hits mostly inhibitors; note: potency is the fitted concentration of half-maximal effect; % is set by controls: 0 for no effect and ±100 for the full control effect
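Luminescence from leftover ATP (Ultra-Glo luciferase/luciferin) served as read-out after a 1 h room-temperature reaction of 5 nM GALK with 35 uM ATP and 100 uM galactose.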
PKM2 activator: qHTS Assay for Activators of Human Muscle isoform 2 Pyruvate Kinase | Potency, µM (titrated, usually from 57.5 µM), without a hit: at the top dose activation, actives largely listed as activators | 260,000 compounds, 0.34% hits | AID 1631, 2009 | purified PKM2, Kinase-Glo ATP luminescence, activation; response scale: 0% is enzyme alone, no compound; note: potency is the fitted concentration of half-maximal effect; % is set by controls: 0 for no effect and ±100 for the full control effect; nearly all actives have a fitted effect of over 55% in size
Target sequence (P14618 whole entry, looked up, canonical isoform): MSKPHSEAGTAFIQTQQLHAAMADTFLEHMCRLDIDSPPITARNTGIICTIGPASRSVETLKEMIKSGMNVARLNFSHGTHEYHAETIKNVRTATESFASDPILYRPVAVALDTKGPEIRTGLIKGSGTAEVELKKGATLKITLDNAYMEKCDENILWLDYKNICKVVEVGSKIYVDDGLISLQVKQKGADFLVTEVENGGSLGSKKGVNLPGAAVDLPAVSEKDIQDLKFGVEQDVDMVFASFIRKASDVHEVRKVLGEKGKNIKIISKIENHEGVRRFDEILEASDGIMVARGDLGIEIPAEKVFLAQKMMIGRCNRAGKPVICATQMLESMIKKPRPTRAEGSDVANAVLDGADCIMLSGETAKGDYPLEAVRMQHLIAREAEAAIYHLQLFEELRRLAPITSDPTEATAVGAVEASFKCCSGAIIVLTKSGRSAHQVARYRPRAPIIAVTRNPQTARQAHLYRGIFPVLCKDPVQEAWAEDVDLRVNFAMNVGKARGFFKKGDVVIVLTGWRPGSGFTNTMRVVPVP
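hPK-M2, >95% pure; 0.1 mM ADP / 0.5 mM PEP final; imidazole pH7.2 buffer w/ 7 mM MgCl2, 50 mM KCl; 1 h RT; Kinase-Glo lum. Intermediate enzyme activity for dual inhibitor/activator qHTS.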
KCNH2 3.1 inh: qHTS for Inhibitors of KCHN2 3.1: Mutant qHTS | Potassium voltage-gated channel subfamily H member 2, brain isoform KCNH2 3.1 (human) | U2OS KCNH2 3.1, thallium flux FluxOr; hits give low values | activity change, % (tested at about 1.8 µM) | 340,000 compounds, 0.95% hits;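 active = maximum activity change below -70%; inconclusive = maximum activity change from -70% to -50%; inactive = maximum activity change above -50%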;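 note: thallium influx rate constant from kinetic fluorescence after stimulation buffer; % is set by controls: 0 for no effect and ±100 for the full control effect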
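Channel expression came from 3.1 mutant virus (1.77 x 10^8 /mL) applied to suspended U2OS cells for 4 h. Flux was tracked with FluxOr dye plus Red40 quencher, and kinetic rate constants normalized to controls.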
Menin MLL FP TR: qHTS Assay for Inhibitors Targeting the Menin-MLL Interaction in MLL Related Leukemias: Competition With Texas Red Labeled MLL-derived Mutant Peptide. O00255. Menin + Texas Red MLL mutant peptide, fluorescence polarization. Potency, µM (top dose mostly 61.6 µM), without a hit: at the highest dose FP activity change, negative = inhibition, most hits filed as inhibitors. 270,000 compounds, 0.23% hits; active = well fitted inhibition curve with a large enough effect in the polarisation, with a control signal flat, not every such curve was filed as active; inconclusive = small, poorly fitted or top-dose-only effect, or effect the other way, or a change in a side signal; inactive = no such curve, though single readings can be large or run the other way; the % refers to the polarisation; note: potency is the fitted concentration of half-maximal effect; % of control where 0% means no effect; many of its hits are not listed in these tables
hERG WT inh: qHTS for Inhibitors of KCHN2 3.1: Wildtype qHTS; AID 720551, 2013; activity change, % at 1.84 µM; 340,000 compounds, 0.37% hits; U2OS, BacMam KCNH2, thallium flux FluxOr; hits give low values; Voltage-gated inwardly rectifying potassium channel KCNH2 (Homo sapiens), Q12809;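 active = maximum activity change below -70%; inconclusive = maximum activity change between -70% and -50%; inactive = maximum activity change above -50%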; note: % is set by controls: 0 for no effect and ±100 for the full control effect
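U2OS cells were transduced with wild-type KCNH2 virus (2.03 x 10^8 / mL) for 4 h at room temperature, then cultured overnight at 37 C. Thallium flux was read with FluxOr dye. Rate constants were normalized to DMSO controls.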
USP2a block: qHTS Assay for Inhibitors of Ubiquitin-specific Protease USP2a Using CHOP2 as the Reporter. 330,000 compounds, 0.01% hits. Potency, µM (series often up to 38.3 µM), without a hit: at the top dose activity change, negative = inhibition, usual class: inhibitors. Ubiquitin carboxyl-terminal hydrolase 2 (Homo sapiens), O75604. USP2 core, Ub-CHOP2 coupled fluorogenic reporter, 485/531;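 note: potency is the fitted concentration of half-maximal effect; plate controls were DMSO wells for no effect and full inhibition by NEM control for full effect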
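Deubiquitinase activity read as fluorescence (485/531 nm) after Ub-CHOP2 cleavage activates the enterokinase reporter on its substrate; USP2 core 10nM, Ub-CHOP2 and substrate 25nM each, 30min compound preincubation then 60min RT; data normalized to NEM, curves fitted.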
B2AR arrestin: qHTS assay of beta-arrestin-biased ligands of beta2-adrenergic receptor; Beta-2 adrenergic receptor (Homo sapiens), P07550; 330,000 compounds, 0.02% hits; Potency, µM (series often up to 46.1 µM), for the others: at the highest dose activation, hits mostly activators; AID 492947, 2010; beta-arrestin recruitment to beta2AR, cell-based reporter;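 note: potency is the fitted concentration of half-maximal effect; 0% = DMSO controls and full agonism = EC100 isoproterenol or metaproterenol; nearly all actives have a fitted effect of over 65% in size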
Target sequence (P07550 whole entry, looked up): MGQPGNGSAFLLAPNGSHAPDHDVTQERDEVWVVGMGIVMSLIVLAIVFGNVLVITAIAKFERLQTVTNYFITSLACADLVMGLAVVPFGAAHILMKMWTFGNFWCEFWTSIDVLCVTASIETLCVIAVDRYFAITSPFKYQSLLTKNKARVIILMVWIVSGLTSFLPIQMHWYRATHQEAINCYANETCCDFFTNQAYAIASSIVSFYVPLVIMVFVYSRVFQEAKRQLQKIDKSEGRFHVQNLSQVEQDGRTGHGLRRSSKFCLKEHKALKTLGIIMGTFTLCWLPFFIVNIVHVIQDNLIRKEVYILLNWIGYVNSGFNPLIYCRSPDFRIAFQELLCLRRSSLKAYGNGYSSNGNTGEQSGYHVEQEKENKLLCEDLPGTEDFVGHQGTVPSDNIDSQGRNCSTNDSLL
CXXC DNA block: qHTS Fluorescence Polarization Assay for Inhibitors of MLL CXXC domain - DNA interaction; 290,000 compounds, 0.037% hits; Histone-lysine N-methyltransferase 2A (Homo sapiens), Q03164; AID 2662, 2010; MLL-CXXC / FITC-HOXA9 DNA fluorescence polarization; Potency, µM (doses to about 115 µM), without a hit: at the top dose activity change, negative = inhibition, usual class: inhibitors; active = well fitted inhibition curve with a large enough effect in the polarisation, with a control signal flat, not every such curve was filed as active; inconclusive = small, poorly fitted or top-dose-only effect, or effect the other way, or a change in a side signal; inactive = no such curve, though single readings can be large or run the other way; the % refers to the polarisation; note: potency is the fitted concentration of half-maximal effect
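Purified MLL-CXXC (added from a 7 uM solution) was preincubated 5 min at ambient with pinned compounds in 50 mM Tris-HCl pH 7.5, 50 mM NaCl, 1 mM DTT, 0.05% BSA. Fluorescein-labeled HOX-A9 DNA (50 nM solution) followed, 30 min, then polarization read.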
Giardia kill: Small Molecules that selectively kill Giardia lamblia: qHTS; AID 540267, 2011; 340,000 compounds, 0.15% hits; activity change, % at 7.66 µM, hits read low; Giardia lamblia trophozoite viability; in the data active = activity change below about -80%; inconclusive = between about -30% and that limit;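 note: parasites exposed to compound for two days anaerobically before the ATP read; % is set by controls: 0 for no effect and ±100 for the full control effect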
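Each well holds 100 Giardia trophozoites and compound. After two days (48 hrs) at 37 deg C in anaerobic conditions, ATP is quantified by luminescence.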
Numbers without * were called inactive; ? = inconclusive; . = not tested or not shown; [ ] = another dose, or the depositor's remark. Unless noted, calls come from the whole dose curve; as a rule, active = well fitted curve in the direction sought with a large enough effect; inconclusive = small, poorly fitted or top-dose-only effect, or another doubt; inactive = no such curve, though single readings can be large; an effect the other way counts as inactive or inconclusive. Not all compounds are listed (hit frequency here may not be typical).

SMILES	TRPV1 agonist	Coupling enz	GALK inhibitor	PKM2 activator	KCNH2 3.1 inh	Menin MLL FP TR	hERG WT inh	USP2a block	B2AR arrestin	CXXC DNA block	Giardia kill
Cc1cc(C)c(C(=O)/C=C/c2ccco2)c(=O)[nH]1	1	-17	5%	13%	6	4%	-2	1%	-0.2%	-15%	2
O=C(CSc1nnc(-c2cccs2)n1Cc1ccco1)c1ccc2c(c1)OCO2	-5	-1	0%	12%	-6	-12%	5	-2%	-1.0%	-7%	17
CCOC(=O)C1(Cc2ccccc2)CCN(Cc2cnc(N3CCOCC3)s2)CC1	25	-1	1%	0%	-8	-8%	-2	-1%	0.2%	-14%	7
O=C(CCN1CCCCC1)Nc1cccc(Br)c1	2	1	-2%	1%[11.5 µM]	-16	-9%	63	0%	-0.3%	0%	-17
Cc1cc(C(=O)COC(=O)COc2ccc(C#N)cc2)c(C)n1C1CC1	-3	.	.	.	2	.	8	0%	0.3%	.	-11
CCOC(=O)C(=N/O)/C(C)=N/NC(=O)C(=O)Nc1ccc(Cl)cc1	8	3	-5%	0%	-1	.	-3	1%	0.1%	0%	-13
Clc1ccc(Oc2nnnn2-c2ccccc2)cc1	1	-1	1%	0%	-5	-6%	0	2%	-0.3%	10%	-13
CN(C)S(=O)(=O)c1cccc2c1C(=O)c1ccccc1C2=O	5	-14	.	17%	4	7%	-31	0%	-1.8%	0%	-1
Cc1ccc2c(c1)N(C(C)C(=O)NCc1cccs1)C(=O)CO2 (stereo not given)	-1	-1	-2%	-11%	4	-9%	0	0%	0.0%	1%	14
CCCC(=O)N1c2ccc(-c3csc(N)n3)cc2CC1C (stereo not given)	-3	-4	2%	-10%	1	5%	1	-4%	7.3%	0%	17
CCOC(=O)c1cccc(-n2c(C)nc3ccccc3c2=O)c1	1	2	-1%	-1%	13	3%	15	0%	-0.7%	5%	-5
Cn1c(-c2ccccc2)cc2ccccc21	2	-1	0%	.	-12	12%	-12	-1%	0.0%	35%[activator]	-8
COC(=O)[C@@H]1CCCN1Cc1nc(Cc2ccc(OC)c(OC)c2)no1	2	4	2%	-4%	-5	3%	-31	-2%	0.0%	-5%	-27
COC(=O)c1sccc1NC(=O)Nc1ccc(F)cc1	?	.	7%	-35%	9	.	17	0%	-0.1%	-14%	-11
O=c1ccc2cc3c(-c4ccccc4)coc3cc2o1	22	-1	-1%	.	-5	6%	1	1%	-0.2%	10%	10
Cc1cc(C(F)(F)F)n(-c2nc(C(=O)Nc3cccnc3)cs2)n1	7	2	0%	0%	-8	1%	0	2%	-0.5%	1%	-11
Cc1ccc2nc(NCc3ccco3)c(C=NCc3ccco3)c(=O)n2c1	0	-5	3%	13%	3	10%	-7	7%	-0.5%	-6%	-11
COC(C(=O)Nc1ccc(Br)cc1F)c1ccccc1 (stereo not given)	17	0	3%	-3%	-18	-7%	4	1%	-0.3%	1%	14
CCn1c(O)c(N=NC(=O)Cn2ccc(C(F)(F)F)n2)c2ccccc21	-4	-8	0%	-23%	4	11%	0	0%	0.3%	3%	-5
O=C(N/N=C/C(Br)=C/c1ccccc1)NC1CCCCC1	-1	2	-6%	2%	-6	-3%	9	-2%	-0.1%	7%	-9
Cc1cc(C(=O)COC(=O)c2cc(Cl)c(O)c(Cl)c2)c(C)n1C	-4	.	.	.	-1	.	0	1%	0.2%	.	2
Cc1cc(C)cc(OCC(=O)NCc2nc(-c3ccccc3)no2)c1	-6	-8	1%	-4%	6	3%	-10	1%	0.1%	-12%	-11
COCCNc1nc2c(c(=O)n(Cc3cccc(Br)c3)c(=O)n2C)n1C	29	0	-1%	.	13	12%	-6	2%	-1.1%	6%	0
O=C(c1csc2c1CCCC2)N1CCN(c2ncccn2)CC1	-9	2	0%	-3%	4	0%	2	3%	-0.2%	-1%	-9
O=C(NC(=S)Nc1c(Cl)ccc2nsnc12)c1ccco1	10	-20	2%	-13%	-9	10%	-25	-2%	0.1%	-2%	0
(next part)
SMILES	TRPV1 agonist	Coupling enz	GALK inhibitor	PKM2 activator	KCNH2 3.1 inh	Menin MLL FP TR	hERG WT inh	USP2a block	B2AR arrestin	CXXC DNA block	Giardia kill
CCN(Cc1nc(-c2ccccc2)no1)C(=O)c1ccc2c(c1)OCO2	-3	0	0%	-1%	-2	-15%	-2	-1%	0.4%	7%	-9
COc1nc(OC)nc(N2CCC(C(=O)Nc3cccc4c3CCCC4)CC2)n1	1	3	2%	0%	-11	-20%	1	1%	-0.3%	-2%	?
Cc1c(C(=O)c2ccccc2)c2ccccn2c1CCC#N	-1	-10	-1%	1%	5	.	5	7%	-0.5%	7%	-11
CC(C)Cn1c(-c2csc3c2CCCC3)n[nH]c1=S	-1	3	-1%	20%	7	-6%	3	2%	3.6%	6%	34[activator]
COc1ccc(NC(=O)Cc2nnc(SCC(=O)Nc3ccccc3)n2C)cc1	-1	0	13%	3%	0	6%	5	-1%	-0.7%	6%	-3
[2H]C(CCOS(N)(=O)=O)c1ccccc1 (stereo not given)	-3	1	.	3%	3	-2%	-17	1%	-0.2%	-3%	-4
O=C(CN1C(=O)C2CCCCC2C1=O)Nc1cccc([N+](=O)[O-])c1 (stereo not given)	1	.	.	.	-1	.	4	-1%	0.1%	.	-4
CN(CC(=O)Nc1ccccc1Br)C(=O)CN1CCN(c2ccccc2Cl)CC1	0	.	.	.	0	.	-6	0%	0.0%	.	-2
COc1cccc(C2C(C(=O)c3ccco3)=C(O)C(=O)N2CCN(C)C)c1OC (stereo not given)	0	-2	0%	0%	3	0%	-7	0%	-0.1%	18%	-5
CC(C)NC(=O)CCS(=O)(=O)c1ccc(Br)s1	1	1	-5%	-1%	-1	12%	-18	5%	-0.4%	11%	5
CC(=O)Nc1ccccc1NC(=O)c1cc(C)ccc1C	2	1	0%	7%	-1	-4%	-7	4%	0.0%	15%	-6
CCN(CC)CCN1C(=O)c2ccccc2NC1c1ccccc1F (stereo not given)	3	2	-4%	-10%	7	-10%	17	-3%	0.2%	0%	0
CCC(NC(=O)c1ccc2nc(Cc3ccc(OC)cc3)oc2c1)c1ccncc1 (stereo not given)	26	2	-4%	.	-105*	0%	12	4%	0.1%	7%	-16
Cc1n[nH]c(=O)nc1NC(C)c1ccccc1 (stereo not given)	-6	-1	5%	-5%	-31	0%	34	-12%	0.0%	1%	-5
Cc1ccccc1NS(=O)(=O)c1ccc(NC(=O)c2nc3ncccn3n2)cc1	8	1	0%	0%	-5	-1%	-4	-5%	0.4%	-4%	5
Cn1c(SCC(=O)N/N=C/c2ccco2)nc2ccccc21	-4	-10	-1%	8%	7	-6%	6	1%	-0.6%	20%	-1
O=C(NCc1ccc(F)cc1)c1cc2ccccc2o1	2	-2	0%	-4%	0	-4%	-7	0%	0.0%	4%	-15
COc1ccc(C(=O)CCNc2ccc(F)cc2)cc1	?	0	-2%	-1%	2	.	-1	9%	3.0%	17%	3
Cc1ccc(C)c(S(=O)(=O)N2CCCC2CNC(=O)C(=O)NCc2ccccc2C)c1 (stereo not given)	8	.	.	.	4	.	16	2%	0.1%	.	-7
Cn1nccc1C(=O)OCC(=O)Nc1ccccc1	1	-3	-4%	-8%	-1	-10%	-2	0%	-0.2%	9%	-3
CCN(CC)C(=O)C1CCN(CC2CC=CCC2)CC1 (stereo not given)	4	4	0%	?	17	-3%	15	1%	-0.5%	-3%	1
CC1CCCCN1Cc1c(C#N)c2ccccc2n1C (stereo not given)	26	3	1%	-3%	-2	-7%	-36	.	.	6%	-14
O=C(NC1CCCc2ccccc21)c1ccc(S(=O)(=O)N2CCOCC2)cc1 (stereo not given)	?	-1	0%	2%	12	-17%	-1	-1%	-0.1%	-1%	6

Compound activity from PubChem BioAssay.
